Screening results from PubChem BioAssay.
NOD2-RIPK2 inh: inhibitors of human NOD2-RIPK2 interaction; AID 624267; CHO BLA complementation NOD2-RIPK2, CCF4 ratio; inhibition, % at 4.98 µM; 0.38% of 360,000 active; O43353; in the data active = inhibition above about 21%;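 note: 0% = vehicle only and 100% = reference blocker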
MC4R barr agon: activates human MC4R beta-arrestin recruitment; U2OS MC4R beta-arrestin complementation, luminescence; percent of melanotan II response, DMSO zero; activation, % at 8.9 µM; 0.98% of 360,000 active;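 active = activation above a per-plate cutoff, the mean activation of sample wells on that plate plus 3 SD, cut at about 8% in these data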
Target sequence (P32245 whole entry, looked up): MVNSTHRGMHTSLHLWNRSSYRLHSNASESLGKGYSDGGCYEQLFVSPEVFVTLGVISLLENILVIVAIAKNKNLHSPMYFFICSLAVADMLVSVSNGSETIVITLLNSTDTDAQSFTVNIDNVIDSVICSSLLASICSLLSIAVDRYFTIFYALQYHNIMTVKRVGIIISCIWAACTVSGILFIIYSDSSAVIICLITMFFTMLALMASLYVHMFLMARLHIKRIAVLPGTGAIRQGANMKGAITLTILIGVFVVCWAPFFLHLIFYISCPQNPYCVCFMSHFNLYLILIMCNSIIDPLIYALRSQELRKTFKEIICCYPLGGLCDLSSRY
HTR2A ag: agonists of mouse serotonin 5-HT2A receptor (HTR2A); P35363; CHO-K1 mHTR2A beta-arrestin complementation, luminescence; percent of 30 µM serotonin response; activation, % at 7.6 µM; 0.66% of 360,000 active;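 active = activation above a run cutoff, the mean activation of all tested compounds plus 3 SD, cut at about 14% in these data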;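 note: 0% = plate median of compound wells and 100% = 30 µM serotonin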
Target sequence (P35363 whole entry, looked up): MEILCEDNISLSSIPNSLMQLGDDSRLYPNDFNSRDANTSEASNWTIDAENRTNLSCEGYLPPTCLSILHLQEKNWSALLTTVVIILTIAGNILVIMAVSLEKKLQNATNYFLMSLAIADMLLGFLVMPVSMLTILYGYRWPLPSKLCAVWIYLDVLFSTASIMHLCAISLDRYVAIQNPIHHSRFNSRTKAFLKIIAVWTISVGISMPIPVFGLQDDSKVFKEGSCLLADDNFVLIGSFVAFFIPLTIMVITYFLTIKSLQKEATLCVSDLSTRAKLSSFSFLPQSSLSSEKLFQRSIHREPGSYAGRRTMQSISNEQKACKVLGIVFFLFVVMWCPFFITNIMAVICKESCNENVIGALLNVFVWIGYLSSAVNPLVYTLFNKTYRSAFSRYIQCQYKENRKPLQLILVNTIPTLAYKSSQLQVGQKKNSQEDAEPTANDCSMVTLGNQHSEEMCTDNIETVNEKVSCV
H9c2 protect: myocardial damage modulation in H9c2 cells | H9c2 cardiomyocytes, H2O2 injury protection, ATPLite, 2 h | protection from H2O2 cell death, % at 20 µM | 0.63% of 360,000 active;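 active = compounds giving at least 50% protection of heart cells from peroxide-induced death in the single-dose screen, raw or plate-pattern-corrected value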;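 note: 0% = DMSO wells with peroxide and 100% = DMSO wells without peroxide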
Glyco luc inh: blocks N-linked glycosylation in D54 reporter cells; D54 ERlucT glycosylation luciferase reporter, 24 h; percent of 100 nM tunicamycin response; reporter increase, % at 12.5 µM; 0.23% of 360,000 active;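 active = mean luciferase reporter signal, scaled so untreated is 0 and the glycosylation-blocking control 100, at or above a set limit in every replicate; inconclusive = mean reaches the limit but not every replicate does; inactive = mean below the limit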;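 note: luciferase carries N-glycosylation sites so blocking glycosylation raises the light; 0% = median of neutral control wells and 100% = median of 100 nM tunicamycin wells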
TLR9-MyD88 inh: inhibitors of human TLR9-MyD88 binding; CHO BLA complementation TLR9-MyD88, CCF4 FRET ratio; inhibition, % at 4.98 µM; 0.21% of 340,000 active;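 active = inhibition above the mean over all tested compounds plus 3 SD, cut at about 21% in these data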;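 note: 0% = DMSO only wells and 100% = clavulanate BLA inhibitor control wells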
ABHD5 PLIN5 PPI: inhibitors of human ABHD5-perilipin-5 interaction; Q00G26+Q8WTS1; Split G. princeps luciferase complementation, luminescence, 4 h; inhibition, % at 4 µM; 0.78% of 360,000 active; AID 602281;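 active = inhibition above the mean inhibition across every tested compound plus 3 SD, cut at about 22% in these data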;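 note: 0% = DMSO only wells and the 100% control is not disclosed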
MC4R antagonist: human MC4R antagonism in cAMP assay; 0.48% of 360,000 active; inhibition, % at 6.5 µM; P32245; MC4R-expressing cells, MTII-stimulated cAMP, LANCE TR-FRET; AID 540295;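 active = inhibition above its plate's cutoff, the mean of tested wells on that plate plus 3 SD, cut at about 29% in these data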;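 note: 0% = Melanotan II alone and 100% = Melanotan II plus saturating MCL0020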
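Material: human MC4R-expressing U2OS cells. Probe or stimulus: Melanotan II challenge. Dosing: 6.5 µM single dose. Times: 30-min compound, 1-h challenge, 1-h detection, room temperature. Technique: TR-FRET with Eu-cAMP and labeled anti-cAMP, 671 nm. Replication: singlicate.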
ABCB6 inh 2: inhibitors of human ABC transporter ABCB6 | Q9NP58 | K562-ABCB6 porphyrin accumulation, flow cytometry, 1 h; stronger effect = lower value | fluorescence ratio to DMSO, % at 10 µM | 0.19% of 360,000 active | AID 602162;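 active = fluorescence ratio to DMSO below 75%, the collection mean minus 3 SD; inconclusive = too few cells collected in the well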;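 note: signal is porphyrin accumulated inside mitochondria; 100% equals median channel fluorescence of DMSO control wells; lower ratio means ABCB6 inhibition with less porphyrin fluorescence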
SRC2 inh: human SRC2 (NCOA2) inhibition | HEK293 GAL4-SRC2 luciferase reporter, luminescence | 0.17% of 370,000 active | inhibition, % at 9 µM | Q15596;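 active = inhibition above the mean inhibition of all tested compounds plus 3 SD, set per campaign, cut at about 52% in these data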;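 note: 0% = DMSO treated cells and 100% = cells given Gossypol at 36 µM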
Active calls of the source: *; u = inconclusive; x = not tested or not shown.

(1) CC(C(=O)OCn1nnc2ccccc2c1=O)N1C(=O)c2ccccc2C1=O (stereo not given)
(2) CCOc1ccc(N2C(=O)C3CC(C)=C(C)CC3C2=O)c([N+](=O)[O-])c1 (stereo not given)
(3) Cc1cccc(N(Cc2ccccc2)C(=O)CN2C(=O)NC3(CCCCC3C)C2=O)c1 (stereo not given)
(4) Cc1cc(C)cc(SCc2noc(C(=O)NC(C)C)c2C(=O)O)c1
(5) O=C1NC(c2ccccc2Cl)Nc2ccccc21 (stereo not given)
(6) O=C1C(Br)=C(c2ccccc2)C(c2ccccc2)=C1c1ccccc1
(7) Cc1nc(C)c(-c2ccc(SCC(=O)Nc3cccc(F)c3)nn2)s1
(8) COc1cccc(NC(=O)N2CCC(n3nnc4ccccc43)CC2)c1

assay / compound	1	2	3	4	5	6	7	8
NOD2-RIPK2 inh	-8	4	5	-1	-7	2	0	-9
MC4R barr agon	-1.9	-2.0	-0.5	-0.1	-1.7	-1.3	1.6	1.4
HTR2A ag	1	-2	0	-3	-1	-1	5	-3
H9c2 protect	1	3	2	-3	4	-19	-8	0
Glyco luc inh	1	2	0	3	4	u	0	1
TLR9-MyD88 inh	-3	0	5	7	2	0	-7	-13
ABHD5 PLIN5 PPI	-1	-5	-15	-5	0	10	-3	1
MC4R antagonist	8	-1	5	10	0	0	3	16
ABCB6 inh 2	93	103	98	98	90	88	102	96
SRC2 inh	6	-7	22	-7	-21	x	12	-15

(9) CN1CCN(c2nc(-c3cccnc3)nc3ccccc23)CC1
(10) O=C(NCc1ccccc1Cl)C1CCCN(c2ncnc3c2nc2n3CCCCC2)C1 (stereo not given)
(11) O=C(Nc1ccc2c(c1)nc1n2CCN(Cc2ccccc2)C1)NC1CCCCC1
(12) CC(=O)Nc1ccc(-c2cc(-c3ccc(NC(C)=O)cc3)nc(-c3ccc(NC(C)=O)cc3)n2)cc1
(13) O=C(/C=C/c1ccco1)Nc1cccc(S(=O)(=O)N2CCOCC2)c1
(14) CCOC(=O)C1C(c2cc(OC)c(OC)c(OC)c2)NC(=S)NC1(O)C(F)(F)F (stereo not given)
(15) CN1/C(=C\C(=O)C[n+]2cccc(Br)c2)C(C)(C)c2ccccc21
(16) Cc1ccc(/C=C/C(=O)NC2CCCCCCC2)o1

assay / compound	9	10	11	12	13	14	15	16
NOD2-RIPK2 inh	-4	-5	-6	-7	0	-3	-10	8
MC4R barr agon	-0.7	-2.6	0.0	-1.7	-1.5	-1.4	-0.1	-0.2
HTR2A ag	-5	0	-2	4	3	2	-4	-4
H9c2 protect	1	6	4	2	1	7	-24	-13
Glyco luc inh	10	3	-4	-1	4	1	0	19
TLR9-MyD88 inh	4	0	-7	-6	-2	6	4	2
ABHD5 PLIN5 PPI	-1	0	3	7	7	-4	3	50*
MC4R antagonist	0	5	-1	19	-3	11	15	-1
ABCB6 inh 2	95	97	102	99	99	94	139	96
SRC2 inh	1	21	-47	-10	4	-5	29	-7

(17) CCOc1ccc(NC(=O)CN(C)C(=O)CC2CCCC2)cc1OCC
(18) CCOc1ccccc1C(=O)NCCN1CCC(n2c(=O)[nH]c3ccccc32)CC1
(19) CCOC(=O)CNS(=O)(=O)c1cc(-c2n[nH]c(=O)c3ccccc23)ccc1C
(20) Nc1nonc1-n1nnc(C(=O)N/N=C/c2cc(Cl)ccc2O)c1CN1CCCCCC1
(21) COc1ccc(C(C(=O)NC2CCCC2)N(C(=O)c2snc(C(N)=O)c2N)c2ccccc2OC)cc1OC (stereo not given)
(22) CC1CC(C)CN(C(=O)c2cccc3c2-c2ccccc2C3=O)C1 (stereo not given)
(23) Clc1cccc(-c2nc(-c3ccc(-c4nn[nH]n4)cc3)no2)c1
(24) O=C(Nc1cc(S(=O)(=O)N2CCOCC2)ccc1N1CCOCC1)c1cccc(S(=O)(=O)N2CCCCC2)c1

assay / compound	17	18	19	20	21	22	23	24
NOD2-RIPK2 inh	-21	1	1	-9	-2	0	3	-3
MC4R barr agon	2.0	x	0.2	4.1	-2.6	0.1	-0.2	0.3
HTR2A ag	-9	2	-3	-6	3	-5	-2	-1
H9c2 protect	-1	x	61*	41	-2	4	-1	10
Glyco luc inh	0	x	2	-5	1	-1	-1	-1
TLR9-MyD88 inh	-8	x	-2	0	-4	-1	-5	4
ABHD5 PLIN5 PPI	5	7	3	3	6	0	4	0
MC4R antagonist	9	x	1	1	3	13	20	28
ABCB6 inh 2	93	115	99	99	97	98	94	95
SRC2 inh	-27	0	-20	-16	-3	8	-18	14

(25) COc1ccc(-n2c(=O)cc(N3CCc4ccccc43)[nH]c2=O)cc1
(26) CC1=C(C(=O)OCc2ccc3c(c2)OCO3)C(c2ccccc2OCc2ccccc2)NC(=O)N1 (stereo not given)
(27) O=C(CCSc1nnc(-c2ccco2)o1)Nc1ccc(Cl)cc1
(28) CCOC(=O)C1C(=O)N(C(=O)c2cncc(Br)c2)CC1c1ccccc1 (stereo not given)
(29) N#Cc1nc(Cl)c(Cl)c(NN)c1Cl
(30) CCOc1ccc(OCCNC2CCCC2)cc1
(31) Cc1cccc(N(C)Cc2nnc(-c3cccc(Br)c3)o2)c1
(32) CC(=O)Nc1ccc(NC(=O)CN(c2ccc(F)cc2)S(=O)(=O)c2ccc3c(c2)OCCO3)cc1

assay / compound	25	26	27	28	29	30	31	32
NOD2-RIPK2 inh	-3	-3	-4	-4	1	-1	0	-6
MC4R barr agon	0.5	1.6	-1.8	-0.4	0.4	1.8	-0.4	-1.7
HTR2A ag	-1	-4	0	-6	0	-1	-3	-6
H9c2 protect	-3	8	-19	0	-12	4	-7	5
Glyco luc inh	3	-5	x	-2	-2	-2	-2	2
TLR9-MyD88 inh	8	-13	-3	10	3	-5	0	0
ABHD5 PLIN5 PPI	-5	2	-3	-2	-1	-5	0	4
MC4R antagonist	3	0	-1	0	0	8	4	17
ABCB6 inh 2	105	95	95	92	98	97	93	91
SRC2 inh	5	1	-12	-28	-6	20	14	-4

(33) O=S(=O)(Nc1ccccc1N1CCOCC1)c1ccc(Cl)cc1
(34) O=C(NC1CCSc2ccccc21)c1cccc(Cl)c1 (stereo not given)
(35) CC(C)[C@H](NC(=O)c1ccc(Cl)cc1Cl)C(=O)NNc1cccc(C(=O)O)c1
(36) CC(C)CC(=O)Nc1cccc(-c2nc3ccccc3o2)c1
(37) CCCCn1c(SCC(=O)Nc2nnc(C)s2)nnc1-c1ccoc1C
(38) CCN(C[C@H]1N[C@@](CC)(C(=O)OC)[C@H]2C(=O)N(Cc3ccccc3)C(=O)[C@@H]12)C(=O)C1CCCCC1
(39) Cc1ccc(S(=O)(=O)NCCC2(C(C)C)CCOC(C)(C)C2)cc1 (stereo not given)
(40) Cc1cccc(OCC(=O)OCC(=O)Nc2sccc2C(N)=O)c1

assay / compound	33	34	35	36	37	38	39	40
NOD2-RIPK2 inh	8	1	-1	3	-4	-7	8	-5
MC4R barr agon	0.9	-2.3	-1.1	0.4	1.0	0.2	0.2	3.3
HTR2A ag	0	3	-1	-2	1	2	-1	8
H9c2 protect	-4	1	0	-1	17	6	-14	-14
Glyco luc inh	-4	-3	0	4	1	-1	-3	0
TLR9-MyD88 inh	-12	-4	-2	-1	-2	-1	-5	-7
ABHD5 PLIN5 PPI	1	-1	9	-1	2	-2	7	-3
MC4R antagonist	11	1	15	5	17	-4	10	-1
ABCB6 inh 2	95	101	270	92	104	99	101	94
SRC2 inh	x	-11	-55	-4	-11	5	-13	-29

(41) COc1ccc(N2C(=O)CCC(C(=O)O)C2c2ccccc2OC)cc1 (stereo not given)
(42) CCN(Cc1ccccc1)C(=O)COC(=O)c1cc(S(=O)(=O)Nc2ccccc2OC)ccc1O
(43) COCCNc1nc(CSc2ccccc2)nc2sc(C)c(C)c12
(44) COc1ccc(OC)c(S(=O)(=O)NCCc2ccccc2)c1
(45) Cc1sc2ncnc(SC(C)C#N)c2c1C (stereo not given)
(46) Cc1nc2scc(C)n2c(=O)c1S(=O)(=O)N1CCN(c2cccc(C(F)(F)F)c2)CC1
(47) Cc1cc(C)c2sc(NC(=O)C3=COCCO3)nc2c1

assay / compound	41	42	43	44	45	46	47
NOD2-RIPK2 inh	1	-11	6	-3	-1	-12	-4
MC4R barr agon	-0.5	-0.8	-0.8	1.2	-2.7	-1.2	-3.5
HTR2A ag	1	-4	-4	-7	-1	-5	-5
H9c2 protect	0	-9	-8	0	-8	-4	-8
Glyco luc inh	1	3	-4	1	-1	3	-9
TLR9-MyD88 inh	2	-4	2	-3	-11	-2	2
ABHD5 PLIN5 PPI	-5	-9	0	0	4	-9	4
MC4R antagonist	4	14	1	5	-12	-4	6
ABCB6 inh 2	97	104	96	102	96	99	96
SRC2 inh	1	-10	-16	-16	-4	-15	-42

Full records from above:
Cc1cc(C)c2sc(NC(=O)C3=COCCO3)nc2c1 across the screens: NOD2-RIPK2 inh = -4; MC4R barr agon = -3.5; HTR2A ag = -5; H9c2 protect = -8; Glyco luc inh = -9; TLR9-MyD88 inh = 2; ABHD5 PLIN5 PPI = 4; MC4R antagonist = 6; ABCB6 inh 2 = 96; SRC2 inh = -42
COc1ccc(N2C(=O)CCC(C(=O)O)C2c2ccccc2OC)cc1 (stereo not given) across the screens: NOD2-RIPK2 inh = 1; MC4R barr agon = -0.5; HTR2A ag = 1; H9c2 protect = 0; Glyco luc inh = 1; TLR9-MyD88 inh = 2; ABHD5 PLIN5 PPI = -5; MC4R antagonist = 4; ABCB6 inh 2 = 97; SRC2 inh = 1

Not all compounds are listed (hit frequency here may not be typical).
